Screening results deposited in PubChem by several laboratories.
Arrestin-AP2 inh – inhibitors of beta-arrestin/AP2 binding, primary screen, biochemical, GPCR trafficking, flow cytometry | inhibition, % at 10 µM | AID 504490, 2011 | 340,000 tested, 0.31% active | FITC-arrestin peptide / GST-AP2 beads; AP2 beta2 appendage carries R879A mutation;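 active = inhibition above a set limit, near 3 SD of compounds lacking own fluorescence, cut at about 54% in these data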;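 also: plate controls were DMSO wells for no effect and 5 µM unlabelled arrestin peptide for full effect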
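Test system: GST-tagged AP2 beta2-adaptin appendage (R879A) on 4 µm glutathione beads; also added: fluorescein-tagged arrestin peptide at 50 nM final; timing: 12 min plus 1 h, RT; signal: flow cytometry, FL1 (488/535 nm); read-out: percent drop in bead-associated FITC signal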
CAL PDZ FP-1 – untagged CAL PDZ binding inhibitors, primary screen, biochemical, fluorescence polarization, HTS | Golgi-associated PDZ and coiled-coil motif-containing protein (Homo sapiens), Q9HD26 | purified CAL PDZ, TMR-peptide fluorescence polarization, 1 h | inhibition, % at 24.9 µM | 300,000 tested, 0.92% active | AID 602252, 2012;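 active = mean inhibition of at least 30% with at least half of replicates also reaching 30%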;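 also: 0% = DMSO neutral control and 100% = excess unlabeled competitor peptide PRC23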
C-LANA FP – inhibitors of KSHV C-LANA binding to DNA, primary screen, biochemical, fluorescence polarization, FAM-LBS DNA, MBP-C-LANA, single point. Kaposi's sarcoma herpesvirus LANA C-terminal domain (residues 932-1162) DNA binding. inhibition, % at 9 µM. 340,000 tested, 0.078% active;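 active = highest replicate inhibition at or above 60% at 9 µM, even if other replicates fall short; inactive = all replicates below 60% inhibition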;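 also: 0% = neutral control wells and 100% = 4 µM acridine orange control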
Keap1 Nrf2 FP – Keap1-Nrf2 protein-protein interaction inhibitors, primary screen, biochemical, fluorescence polarization, single point; AID 504523, 2011; Keap1 Kelch-Nrf2 peptide fluorescence polarization, 1536-well; Kelch-like ECH-associated protein 1 (Homo sapiens), Q14145; inhibition, % at 9.4 µM; 340,000 tested, 0.15% active; in the data active = inhibition above about 12%;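 also: human Keap1 Kelch domain with fluorescein labeled Nrf2 9mer peptide probe; 0% = neutral control wells and 100% = peptide positive control; higher means more block of Keap1 binding to Nrf2 peptide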
NSD2 HMT inh – NSD2 histone methyltransferase inhibitors, primary screen, biochemical, AlphaScreen, single concentration, set 2. Histone-lysine N-methyltransferase NSD2 (Homo sapiens), O96028. NSD2 peptide methylation, 120 min. inhibition, % at 12.5 µM. 310,000 tested, 0.54% active. AID 743445, 2014; in the data active = inhibition above about 50%
DSG3 Ab inh – inhibitors of pemphigus antibody binding to DSG3, primary screen, biochemical, bead-based, flow cytometry, scFv-GFP; AID 588358, 2011; DSG3-coupled beads, scFv-anti-DSG3-GFP binding; hits give low values; 310,000 tested, 0.48% active; binding (percent of control), % at 10 µM;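 active = binding more than 3 SD below its plate's average and above zero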;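 also: hits lower antibody fragment binding to DSG3; some compounds called inactive have numbers as strong as hits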
Cardiac RTF inh – cardiac RTF calcium sensitivity inhibitors, primary screen, biochemical, IANBD-TnC fluorescence, EC70 calcium; IANBD-labeled cardiac RTF, Ca2+ fluorescence; inhibition, % at 7.15 µM; 340,000 tested, 0.12% active; AID 493244, 2011;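 active = inhibition above the mean inhibition of all tested compounds plus 3 SD, cut at about 17% in these data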;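 also: assay run at fixed EC70 calcium of 1.6 mM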
CAL PDZ FP-2 – CAL PDZ peptide-binding inhibitors, primary screen, biochemical, fluorescence polarization, Cer-tagged CAL PDZ, HTS. Golgi-associated PDZ and coiled-coil motif-containing protein (Homo sapiens), Q9HD26. AID 504414, 2011. 330,000 tested, 0.02% active. inhibition, % at 20 µM. purified CAL PDZ, TMR-peptide fluorescence polarization, 1 h;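 active = highest replicate inhibition of at least 40%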;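 also: plate controls were DMSO neutral control wells for no effect and unlabeled competitor peptide control wells for full effect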
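Material – purified CerCALP PDZ construct · Detection – FP readout, S and P plane fluorescence · Measure – percent inhibition from loss of millipolarization · Controls – unlabelled peptide for full inhibition, DMSO wells as neutral · Probe or stimulus – TMR-labelled reporter peptide T*-PRC34 bound in PDZ groove · Times – 1 h at RT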
DAGLB inh – DAGLB lipase inhibitors, primary screen, biochemical, fluorescence, HTS | 340,000 tested, 0.059% active | inhibition, % at 5.17 µM | Diacylglycerol lipase-beta (Homo sapiens), Q8NCG7 | HEK293T DAGLB membrane lysate, EnzChek fluorogenic substrate | AID 504411, 2011; in the data active = inhibition above about 34%;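 also: 0% = enzyme with vehicle and 100% = wells lacking enzyme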
Target sequence (Q8NCG7 whole entry, looked up): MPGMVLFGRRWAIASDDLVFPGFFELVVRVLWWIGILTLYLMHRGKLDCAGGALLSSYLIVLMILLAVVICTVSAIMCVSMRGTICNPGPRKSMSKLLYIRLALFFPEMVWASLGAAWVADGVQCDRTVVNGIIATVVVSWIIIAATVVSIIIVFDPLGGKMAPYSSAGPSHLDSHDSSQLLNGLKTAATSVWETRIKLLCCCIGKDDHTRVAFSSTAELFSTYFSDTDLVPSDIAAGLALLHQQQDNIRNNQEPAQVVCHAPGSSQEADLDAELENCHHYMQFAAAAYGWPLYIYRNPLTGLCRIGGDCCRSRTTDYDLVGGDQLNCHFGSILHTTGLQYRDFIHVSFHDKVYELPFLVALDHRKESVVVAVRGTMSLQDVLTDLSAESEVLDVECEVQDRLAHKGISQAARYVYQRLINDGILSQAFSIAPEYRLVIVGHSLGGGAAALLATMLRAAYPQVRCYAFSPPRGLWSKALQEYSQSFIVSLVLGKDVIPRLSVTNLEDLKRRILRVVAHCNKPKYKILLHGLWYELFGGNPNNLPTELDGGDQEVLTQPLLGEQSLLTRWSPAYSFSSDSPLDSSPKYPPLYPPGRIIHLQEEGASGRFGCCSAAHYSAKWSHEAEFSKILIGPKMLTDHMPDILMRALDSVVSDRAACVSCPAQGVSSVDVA
V-ATPase pH – regulators of yeast V-ATPase proton pumping, primary screen, pHLuorin cytosolic pH fluorescence | response, % at 10 µM | S. cerevisiae | 350,000 tested, 0.37% active; in the data active = response mostly above about 7.3%, no sharp cut-off; inactive = mostly below about 5.4%; also: actives read high; inactives centre near 0; some compounds called inactive have numbers as strong as hits
* hit, by the source's call; x = not tested or not shown.

SMILES	Arrestin-AP2 inh	CAL PDZ FP-1	C-LANA FP	Keap1 Nrf2 FP	NSD2 HMT inh	DSG3 Ab inh	Cardiac RTF inh	CAL PDZ FP-2	DAGLB inh	V-ATPase pH
Cc1cc(C(=O)Cn2nc(C(=O)O)c3ccccc3c2=O)c(C)n1-c1ccccc1	-13	1	0.1	-1	0	113	-17	0.9	-2	4
COc1cc(C(c2c(C)[nH][nH]c2=O)c2c(C)[nH][nH]c2=O)ccc1OC(C)C	22	20	0.8	-5	3	104	-3	-0.2	0	1
O=C(CN1C(=O)NC2(CCCCC2)C1=O)Nc1ccc2c(c1)OCCCO2	2	0	-1.8	0	-1	x	-5	-0.3	-1	-4
CC1Cc2ccccc2N1C(=O)c1ccc(N2CCCCC2)c([N+](=O)[O-])c1 (configuration not stated)	-2	-2	-1.3	-1	4	86	0	-0.4	4	0
C=CCNC(=O)c1sc(-c2ccccc2)nc1C	12	-1	0.3	-6	-1	97	3	-0.3	-1	-3
Cc1cc(Cl)ccc1Oc1cccc(C(=O)/C(C#N)=C/N(C)C)c1	10	-8	-0.5	2	24	103	-12	-3.1	11	3
O=C(Nc1ccc(/C=C/c2nc3ccccc3o2)cc1)c1ccc(F)cc1	-3	-2	1.1	-2	1	106	4	-0.7	-2	-1
CC(C)N1CC(COc2ccccc2Cl)OC1=O (configuration not stated)	41	1	-0.7	3	-2	102	-2	-0.6	-3	-1
O=C(CN1CCN(Cc2ccc(F)cc2)CC1)Nc1nc2ccccc2s1	6	-3	-1.0	-6	1	123	-2	-1.3	0	0
COCCn1cnc2c1c(=O)n(Cc1cc(C(C)=O)ccc1OC)c(=O)n2Cc1ccccc1	4	0	0.5	-3	x	96	-9	-2.1	-1	-4
CCOC(=O)C1CCN(S(=O)(=O)c2ccccc2)CC1	33	-1	0.8	-2	0	99	-1	-1.6	-2	-4
O=C(O)CC(NC(=O)Cc1ccccc1)c1ccccc1 (configuration not stated)	2	-1	0.0	1	18	114	-7	-0.6	2	2
CC1(c2ccccc2Cl)NC(=O)N(CC(=O)N2CCN(S(=O)(=O)c3ccccc3)CC2)C1=O (configuration not stated)	-2	x	0.1	0	-1	102	-17	-1.5	0	2
C=CCn1c(Cc2ccccc2)n[nH]c1=S	-12	1	1.3	-1	0	105	-13	-1.5	1	-2
O=C(COC(=O)C12CC3CC(CC(O)(C3)C1)C2)NCCc1ccc(Cl)cc1	17	x	-0.5	-5	0	103	1	0.4	0	6
COc1ccc(OC)c(NC(=O)C2=C(C)NC(=O)NC2c2cccs2)c1 (configuration not stated)	3	-1	0.3	-4	x	113	-3	0.9	1	-2
Cc1cc(C)c2c(=O)n(CC(=O)Nc3cccc(F)c3)sc2n1	35	4	-0.3	3	-2	74	-10	-2.4	0	-2
O=c1[nH]c2cccc(Cl)c2n(CCNc2ncc(C(F)(F)F)cc2Cl)c1=O	3	0	-0.3	-4	3	x	-10	-0.7	2	0
COc1ccc(Oc2coc3cc(OC(=O)/C=C/c4ccc(F)cc4)ccc3c2=O)cc1	-6	-2	0.5	-6	4	128	-3	-2.0	0	-2
COCCN(Cc1ccccc1)C(=O)c1cccc(S(=O)(=O)N2CCCc3ccccc32)c1	39	-9	-2.0	-4	-1	x	-11	0.2	-4	-5
O=[N+]([O-])c1cc(-c2n[nH]c(-c3ccccc3)n2)cc([N+](=O)[O-])c1	2	9	-1.3	2	0	100	2	-0.2	0	8
COC(=O)C1(C)NC(c2ccc(C)cc2)C2C(=O)N(c3ccc(F)cc3)C(=O)C21 (configuration not stated)	34	-2	0.5	-2	-5	118	-8	-3.8	1	16
Cc1nnc2n1N=C(c1ccccc1)CS2	-5	1	-2.5	-8	-1	x	-9	x	-1	-1
CCOc1ccccc1C(=O)N/N=C/c1ccoc1	-2	x	0.3	3	9	101	-11	0.7	-1	-1
CC(C)(C)NC(=O)COC(=O)c1cncc(Br)c1	10	-1	1.9	0	1	x	-3	-0.4	-2	5
Continuation:
SMILES	Arrestin-AP2 inh	CAL PDZ FP-1	C-LANA FP	Keap1 Nrf2 FP	NSD2 HMT inh	DSG3 Ab inh	Cardiac RTF inh	CAL PDZ FP-2	DAGLB inh	V-ATPase pH
NS(=O)(=O)c1ccc(CNC(=O)/C=C/c2cccc(Cl)c2)cc1	1	13	1.1	4	-1	105	-7	-0.3	1	-3
O=c1[nH]c(C2CCN(S(=O)(=O)c3ccc4c(c3)OCCO4)CC2)nc2c1nnn2Cc1cccc(F)c1	24	-4	-0.3	-3	-3	x	2	-2.5	-2	7
Cc1ccccc1OCc1nc(C#N)c(N2CCCC2)o1	1	-3	1.1	-5	x	102	6	0.1	0	-2
Cc1ccc(NC(=O)N2CCc3ccccc3C2)c(C)c1	-12	-8	-1.5	-7	-2	x	-4	1.7	2	0
C=CCC[C@@H](Cc1ccc(F)cc1)C(=O)OC[C@@H](NC(=O)[C@H](CC=C)CC(=O)NCCO)C(C)(C)C	1	-3	-3.9	-2	x	107	-6	-0.8	-5	0
O=C(NCCOc1ccccc1Cl)c1ccc2c(c1)S(=O)(=O)c1cc(Cl)ccc1C2=O	16	0	-2.0	-5	x	101	-4	0.2	-3	1
COCCn1c(=O)[nH]c2cc(C(=O)Nc3cc(OC)c(OC)c(OC)c3)ccc2c1=O	11	x	-2.1	2	-4	x	8	-1.0	-1	-2
CCn1ncc(C2=NOC(C(=O)Nc3c(C)n(C)n(-c4ccccc4)c3=O)C2)c1C (configuration not stated)	19	-1	-1.1	-3	x	x	-3	0.5	-1	-1
Cc1cc(C)c(NC(=O)c2ccc[n+](Cc3ccc([N+](=O)[O-])cc3)c2)c(C)c1	23	-5	-1.1	5	-2	131	-4	-2.8	3	-2
CCn1c(CCCOc2ccc(Cl)cc2Cl)nnc1SCC(=O)Nc1cc(F)ccc1C	11	-4	-1.2	-2	-3	x	4	-1.6	-6	0
Cc1cc(C)n2nc(CNS(=O)(=O)c3ccc(F)cc3)nc2n1	3	x	-0.7	1	x	101	-1	-0.4	1	6
Cc1ccc2nc3c(cc2c1)c(NC(=O)c1ccccn1)nn3CC(C)C	28	-2	-0.7	-2	-21	101	-1	-1.5	-3	-2
O=C(O)c1sc2cc(C(F)(F)F)cnc2c1-c1cccs1	22	8	1.0	-3	-5	105	x	-1.5	x	-1
CC(C)(C)c1ccc(-c2nc3[nH]c(=O)cc(NC(=O)c4ccco4)n3n2)cc1	-2	1	-0.3	-3	-1	96	-4	-13	-2	1
COCCN(C(=O)c1cc(OC)c(OC)c(OC)c1)c1c(N)n(Cc2ccccc2)c(=O)[nH]c1=O	8	x	-0.7	-1	1	107	0	-0.3	2	-2
CCSc1nc(-c2ccccc2)nc(C(Cl)Cl)n1	-6	-2	1.3	-1	x	122	-1	-0.6	-15	1
Cc1cc(=O)oc2cc(NC(=O)c3ccc(OC(F)F)cc3)ccc12	6	-7	-0.7	0	-1	102	3	-2.7	0	-2
CC(=O)c1ccc(N2CCCCCC2)c(F)c1	-3	2	0.9	1	1	x	-4	-2.0	-3	4
CCC(C)(C)n1nnnc1C(c1ccc(F)cc1)N1CCN(C(=O)c2ccco2)CC1 (configuration not stated)	25	-1	-1.1	1	1	101	-9	-1.9	0	0
O=C(CSc1ncn[nH]1)N1c2ccccc2Sc2ccccc21	-6	-3	-0.6	-7	1	103	-4	-2.8	-2	-1
CC(C)c1ccc(C(=O)N2CCN(c3cnn(C)c(=O)c3Cl)CC2)cc1	-3	3	1.2	3	1	101	-1	-1.3	-2	-2
COc1ccc(CC(=O)Nc2ccc(NC(=O)c3ccc(Br)cc3)cc2)cc1OC	-2	1	0.3	-4	-4	102	-6	1.0	0	-4
COc1ccc(-c2cc(C(=O)OCC(=O)c3ccc(C)c([N+](=O)[O-])c3)c3ccccc3n2)cc1	-6	1	-0.9	-1	-2	99	-8	-0.9	0	-1
COCCN1CC(C(=O)NCc2ncccc2C)CCC1=O (configuration not stated)	-5	-4	2.9	1	-5	x	-10	-2.8	3	-3

11 entries from above, ordered by length of the SMILES, descending:
SMILES	Arrestin-AP2 inh	CAL PDZ FP-1	C-LANA FP	Keap1 Nrf2 FP	NSD2 HMT inh	DSG3 Ab inh	Cardiac RTF inh	CAL PDZ FP-2	DAGLB inh	V-ATPase pH
C=CCC[C@@H](Cc1ccc(F)cc1)C(=O)OC[C@@H](NC(=O)[C@H](CC=C)CC(=O)NCCO)C(C)(C)C	1	-3	-3.9	-2	x	107	-6	-0.8	-5	0
O=c1[nH]c(C2CCN(S(=O)(=O)c3ccc4c(c3)OCCO4)CC2)nc2c1nnn2Cc1cccc(F)c1	24	-4	-0.3	-3	-3	x	2	-2.5	-2	7
COc1ccc(-c2cc(C(=O)OCC(=O)c3ccc(C)c([N+](=O)[O-])c3)c3ccccc3n2)cc1	-6	1	-0.9	-1	-2	99	-8	-0.9	0	-1
COCCN(C(=O)c1cc(OC)c(OC)c(OC)c1)c1c(N)n(Cc2ccccc2)c(=O)[nH]c1=O	8	x	-0.7	-1	1	107	0	-0.3	2	-2
Cc1cc(C)c(NC(=O)c2ccc[n+](Cc3ccc([N+](=O)[O-])cc3)c2)c(C)c1	23	-5	-1.1	5	-2	131	-4	-2.8	3	-2
COCCn1c(=O)[nH]c2cc(C(=O)Nc3cc(OC)c(OC)c(OC)c3)ccc2c1=O	11	x	-2.1	2	-4	x	8	-1.0	-1	-2
CC(C)(C)c1ccc(-c2nc3[nH]c(=O)cc(NC(=O)c4ccco4)n3n2)cc1	-2	1	-0.3	-3	-1	96	-4	-13	-2	1
CCC(C)(C)n1nnnc1C(c1ccc(F)cc1)N1CCN(C(=O)c2ccco2)CC1 (configuration not stated)	25	-1	-1.1	1	1	101	-9	-1.9	0	0
COc1ccc(CC(=O)Nc2ccc(NC(=O)c3ccc(Br)cc3)cc2)cc1OC	-2	1	0.3	-4	-4	102	-6	1.0	0	-4
Cc1cc(=O)oc2cc(NC(=O)c3ccc(OC(F)F)cc3)ccc12	6	-7	-0.7	0	-1	102	3	-2.7	0	-2
O=C(CSc1ncn[nH]1)N1c2ccccc2Sc2ccccc21	-6	-3	-0.6	-7	1	103	-4	-2.8	-2	-1

Only part of the results is shown; count on the stated rates, not on these rows.
